# tim10-1 inh: tim10-1 yeast growth inhibition. 330,000 compounds, 2.2% hits. S. cerevisiae tim10-1 ts strain growth, BacTiter-Glo, 24 h. AID 463190. inhibition, % at 20 µM;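 active = inhibition of at least 40%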;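 note: mutant grown at 25 °C; 0% = DMSO wells with yeast and 100% = wells holding no yeast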
# NR3A LBD binder: NR3A (human) ligand-binding domain modulation; NR3A LBD differential scanning fluorimetry, Tm shift; 0% = protein alone, 100% = glycine-bound protein; Tm shift relative to glycine control, % at 25 µM; 340,000 compounds, 2.5% hits;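 active = melting temperature shift of at least 10% of the positive control shift, at one fixed dose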
# TIM10 inh: growth inhibitors of TIM10 yeast strain; S. cerevisiae TIM10 strain growth, BacTiter-Glo luminescence, 24 h; inhibition, % at 10 µM; 330,000 compounds, 1.4% hits; AID 463195;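 active = inhibition of 40% or more at the single tested concentration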;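 note: wild-type TIM10 isogenic control strain grown at permissive 25 °C; 0% = DMSO yeast wells and 100% = minimal medium wells without yeast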
# MPTP block: permeability transition pore inhibition | isolated mouse mitochondria, Ca2+ swelling absorbance, 30 min | inhibition, % at 10 µM | 360,000 compounds, 1.4% hits | AID 602449;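 active = inhibition of 50% or more, scaled per plate between neutral and stimulator controls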;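 note: 0% = DMSO wells given calcium and 100% = 1 mM EGTA wells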
# NALP3 yeast inh: blocks the NALP3 inflammasome reconstituted in yeast; AID 2825; 330,000 compounds, 0.39% hits; Yeast reconstituted NLRP3/ASC/caspase-1, beta-gal luminescence, 24 h; inhibition, % at 10 µM;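 active = inhibition of 50% or more; inactive = inhibition below 50%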;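 note: plate controls were induced DMSO wells for no effect and uninduced yeast grown without galactose for full effect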
# tim23-1 inh: inhibits growth of tim23-1 mutant yeast; 330,000 compounds, 1.3% hits; inhibition, % at 20 µM; S. cerevisiae tim23-1 growth, BacTiter-Glo luminescence, 24 h;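 active = growth inhibition of the mutant yeast at or above 50%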;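 note: temperature-sensitive mutant grown at 25 °C; plate controls were DMSO-treated mutant yeast for no effect and medium wells lacking yeast for full effect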
# APJ antagonist: antagonists of human APJ apelin receptor; P35414; AID 2521; inhibition, % at 20 µM; 330,000 compounds, 0.32% hits; CHO-K1 APJ beta-arrestin complementation, luminescence;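 active = inhibition above about 40% at 20 µM, limit read from the data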;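 note: cells challenged with 10 nM apelin-13 agonist together with compound; plate controls were apelin-13 plus DMSO wells for no effect and DMSO wells lacking apelin-13 for full effect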
# Target sequence (P35414 whole entry, looked up): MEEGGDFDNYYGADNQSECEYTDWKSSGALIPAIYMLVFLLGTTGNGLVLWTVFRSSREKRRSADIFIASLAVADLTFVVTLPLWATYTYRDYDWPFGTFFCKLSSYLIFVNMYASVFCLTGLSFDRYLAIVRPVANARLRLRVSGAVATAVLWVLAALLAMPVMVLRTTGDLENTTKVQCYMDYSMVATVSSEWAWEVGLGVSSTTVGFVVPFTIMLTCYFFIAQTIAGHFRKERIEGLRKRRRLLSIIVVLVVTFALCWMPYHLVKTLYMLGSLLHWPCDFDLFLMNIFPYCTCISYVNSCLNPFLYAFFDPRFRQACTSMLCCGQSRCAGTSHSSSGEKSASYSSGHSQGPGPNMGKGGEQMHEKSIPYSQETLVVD
# APJ agonist: APJ receptor agonism; P35414; 330,000 compounds, 0.11% hits; activation, % at 20 µM; CHO-K1 APJ PathHunter beta-arrestin, luminescence; 0% DMSO wells, 100% apelin;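 active = activation more than six SD over the plate average, tested at 20 µM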;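 note: 0% = DMSO alone and 100% = apelin-13 at 10 nM; some results filed as inactive read as strong as hits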
#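 Incubation: overnight seeding, 90 min compound at 25 °C, 1 h detection; test system: PathHunter CHO-K1 APJ (AGTRL-1) beta-arrestin reporter cells; amount: 1000 cells/well; doses: one dose, 20 µM compound, 1% DMSO; measured by: beta-gal luminescence; measure: agonist-driven arrestin binding to APJ; benchmarks: negative DMSO alone, positive Apelin-13 at 10 nM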
# MIN6 prolif: MIN6 beta-cell proliferation induction; MIN6 cells proliferation, ATPlite luminescence, 48 h; cells starved in 0.2% serum; 100% = growth in 10% serum; proliferation, % at 10 µM; 330,000 compounds, 0.29% hits; AID 2380;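 active = compounds whose signal lies at least 3.5 SD above the mean of all wells on their plate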;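 note: 0% = DMSO-treated cells in low-serum medium and 100% = 10% serum control; some compounds called inactive have numbers as strong as hits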
# Active calls of the source: *; nt = not tested or not shown.
SMILES,tim10-1 inh,NR3A LBD binder,TIM10 inh,MPTP block,NALP3 yeast inh,tim23-1 inh,APJ antagonist,APJ agonist,MIN6 prolif
CC(NC(=O)CCCCCCN1C(=O)c2ccccc2C1=O)c1ccc2c(c1)CCCC2 (stereo not drawn),-56.2,0.3,-79.4,2.6,13.4,-11.5,-4.7,-3.0,-5.9
CSc1ccc(NC(=O)Nc2cccn(Cc3ccccc3F)c2=O)cc1,-2.7,-3.7,4.3,-0.2,18.0,-6.3,-0.2,-0.6,-3.8
O=c1[nH]c(C2CCN(S(=O)(=O)c3ccc(C(F)(F)F)cc3)CC2)nc2c1nnn2Cc1ccccc1,3.5,-0.5,12.2,3.4,14.1,-0.4,6.0,-0.6,-2.1
CCCc1nc(N2CCCC2)c(C#N)c2c1CCCC2,4.4,0.6,-15.5,0.4,-8.7,-15.0,6.3,-3.2,-3.0
Cn1c(N)c(C(=O)CSc2n[nH]c(N)n2)c(=O)n(C)c1=O,-7.7,0.8,-9.2,-0.9,-0.8,-13.7,9.0,-5.2,-1.0
CCOC(=O)C1CCCN(C(=O)c2c(-c3ccccc3Cl)noc2C)C1 (stereo not drawn),14.3,-0.3,8.6,1.4,-6.6,8.0,22.6,-3.1,-2.7
CN(C)C(CNC(=O)c1cccs1)c1ccco1 (stereo not drawn),5.6,-3.0,-3.8,0.3,4.3,12.9,-1.0,-1.1,-1.5
Cc1noc(C)c1CSc1nnc2cc(C)c3ccccc3n12,19.1,-0.5,13.5,nt,-23.5,12.2,7.1,-3.0,-0.8
Cc1ccc(NC(=O)C(C)OC(=O)c2ccc(NC(=O)CC#N)cc2)cc1S(=O)(=O)N1CCOCC1 (stereo not drawn),7.6,-1.1,9.4,0.5,-0.5,16.1,10.7,-3.8,-1.7
CC(C)OC(=O)Nc1ccc(Oc2c(F)c(F)c(F)c(F)c2F)cc1,12.8,-1.0,0.6,2.3,22.9,13.3,-20.8,-4.5,-0.1
Cc1ccccc1C(=O)NC1CCN(CC(=O)NCc2ccccc2)CC1,-14.4,-0.8,5.7,-0.3,7.9,2.8,-0.2,-0.9,-0.6
COc1cccc(C(=O)NC2=NCCS2)c1,8.0,0.1,13.9,3.0,-4.3,7.5,-9.0,-5.9,-2.9
Cc1ccc(NC(=O)Cc2nnc(SCC(=O)c3ccc(Br)cc3)n2C)cc1,27.3,-22.6,4.3,-1.4,9.0,-16.1,-11.2,-2.8,-2.4
NC1=NC(=O)C(Cc2cccc(Cl)c2Cl)S1 (stereo not drawn),-1.9,-4.2,-8.7,1.7,-13.8,-8.2,2.6,-5.0,-0.8
O=C(Nc1c(Cl)cccc1Cl)c1cc(-c2ccco2)on1,-29.8,-6.1,-11.9,-1.9,40.7,-2.6,-17.5,-1.6,2.8
Cn1cc(Br)c(C(=O)NC(=S)Nc2ccc(S(N)(=O)=O)cc2)n1,23.4,-2.0,16.7,-0.4,29.9,13.6,25.0,-4.8,-0.9
O=S(=O)(Cc1ccccc1)N(O)c1ccccc1,-2.3,2.5,14.3,0.8,2.6,13.1,6.3,-2.2,0.7
CCOC(=O)c1ccc(CNC(=O)c2n[nH]c(=O)c3ccccc23)o1,-2.5,0.3,3.5,0.0,17.6,-5.1,10.3,-6.6,0.7
Cc1ccc(S(=O)(=O)Cc2ccc(C(=O)N3CCCC3)o2)cc1,6.6,0.1,9.5,-1.8,-1.0,9.9,-6.2,-1.4,-5.6
O=C(CO/N=C/c1ccccc1O)NNC(=O)c1ccccc1Cl,-2.8,-0.8,16.4,-1.8,7.8,13.8,-8.1,0.4,-3.9
Cc1noc(C)c1NC(=O)N1CCN(Cc2ccccc2)CC1,-8.6,1.1,-1.3,1.0,20.8,-4.6,-0.3,-1.7,2.8
COC(=O)CCN(C1CCCCC1)S(=O)(=O)c1ccc(S(=O)(=O)N2CCCCC2)cc1,1.9,-2.5,18.0,1.2,6.9,27.5,-3.2,0.9,-3.0
COc1cccc(CC(C(=O)Nc2cc(C)ccc2C)c2nn[nH]n2)c1OC (stereo not drawn),19.7,-3.1,-1.2,3.4,8.9,7.4,-16.9,-3.7,-0.1
O=C1c2ccccc2C(=O)N1CCCCn1c(=O)oc2ccccc21,21.9,-1.5,-24.7,-0.1,19.9,-20.5,2.3,-0.1,-2.3
CN(Cc1nc(-c2cccs2)no1)CC(O)c1ccccc1 (stereo not drawn),-10.3,0.8,0.3,-0.3,12.8,8.2,8.8,-4.1,3.7
Cc1ccc(N(C(=O)c2nsc(Cl)c2Cl)C(C(=O)NC2CCCC2)c2ccc(O)cc2)cc1C (stereo not drawn),13.4,3.6,4.5,1.9,-2.6,27.2,-1.8,1.4,-5.6
CCn1c(SCCOc2ccc(OC)cc2)nnc1C(CO)NC(=O)c1ccc(OC)cc1 (stereo not drawn),5.0,1.2,10.1,-0.9,0.4,12.6,6.3,-4.3,-2.9
O=c1ccc2c(-c3ccccc3)c3ccc(O)cc3oc-2c1,23.7,-0.2,6.9,2.9,-0.4,19.4,0.0,-0.2,-5.9
O=S(=O)(c1ccc(Cl)cc1)N1CCC(N2CCOCC2)CC1,-10.2,-0.8,16.8,1.3,1.4,2.2,8.3,-0.8,0.6
Cc1nc2ccccc2n2c(O)c(CC(=O)O)cc12,14.2,-0.7,14.7,2.5,8.6,8.4,-21.2,14.2,1.0
CC(NC(=O)c1ccc(NC(=O)CC2SC(N3CCCC3)=NC2=O)cc1)c1ccc(S(N)(=O)=O)cc1 (stereo not drawn),-21.9,7.2,1.3,0.6,9.6,-13.8,-1.7,-5.5,3.7
O=C(Nc1ccc(Cl)cc1)c1ccc(CN2CCc3ccccc3C2)cc1,-6.9,-0.6,6.5,2.5,38.1,-2.1,10.8,-0.5,-2.4
Cn1cc(SCC(=O)N2CCN(c3ccccc3)CC2)c2ccccc21,18.4,0.1,13.9,-0.4,21.4,31.9,-5.8,-4.6,-3.5
COc1ccc(-n2nc([N+](=O)[O-])c(=NCCc3ccc(C)cc3)n2O)cc1,23.0,-5.2,24.8,1.6,30.2,14.0,-38.7,5.9,-3.5
O=C(/C=C\c1cn(-c2ccccc2)nc1-c1cccs1)N1CCOCC1,15.2,-19.8,14.4,-1.9,2.2,32.5,-30.6,-1.4,-1.1
Cn1c(=O)c2cc(S(=O)(=O)NC(C(=O)N3CCCCCC3)c3ccccc3)ccc2n(C)c1=O (stereo not drawn),19.8,0.0,15.0,-0.6,3.3,16.4,0.9,-1.2,1.5
COc1ccc2c(c1)nc(NCCO)n2C,-15.8,-1.1,-5.1,0.1,1.0,-5.0,-0.9,-3.5,0.0
CNC(=O)[C@@]1(Cc2ccccc2)C=C[C@@H](C)N1C(=O)OC,-17.9,0.6,-6.0,0.2,17.5,-1.8,2.4,-0.9,1.0
COCCn1c(SCC(=O)N2CCCC2=O)nc2sc(C)c(C)c2c1=O,4.9,nt,-7.9,0.2,9.6,28.1,4.1,2.2,-0.3
COc1cc(-c2nc3ccccn3c2/N=C/c2ccccc2)ccc1O,29.1,1.6,14.4,-0.1,15.6,18.4,-1.6,11.7,-4.2
CN(Cc1ccccc1)C(=O)COc1cccnc1[N+](=O)[O-],5.8,0.9,10.2,-0.4,18.9,6.1,16.8,-0.7,-5.1
CCc1ccc(C2CC(c3ccccc3C)n3nc(N)nc3N2)cc1 (stereo not drawn),22.8,0.5,6.1,-4.8,9.9,18.4,14.5,-2.3,2.7
Cc1cccc(NS(=O)(=O)c2cccc(C(=O)NCCCN3CCOCC3)c2)c1,-24.6,2.0,-14.2,-0.6,-2.4,-28.7,13.8,-2.0,-3.1
CCN(CC)S(=O)(=O)c1cc(C(=O)OCC(=O)Nc2cccc(S(=O)(=O)N(C)C)c2)ccc1F,-6.9,-7.2,6.5,6.8,9.0,6.7,-3.7,-0.8,2.8
CCCCNC(=O)OC1CCS(=O)(=O)C1 (stereo not drawn),13.2,1.7,-4.6,0.3,7.1,5.8,8.6,-0.2,1.4
N#CC[n+]1cc(-c2ccc(Cl)cc2)n2c1CCC2,11.4,-0.2,-24.0,-1.2,12.6,11.8,6.1,-3.0,-1.0
O=C(NNC(=S)Nc1ccccc1)c1cccs1,-5.7,-0.5,5.0,-0.3,11.2,-16.6,25.8,-2.1,0.4
Fc1cccc(NC(=S)N2CCCCC2)c1,8.6,1.6,-10.2,0.7,1.2,1.7,-6.2,2.8,-2.2
CCSc1nc2ccccc2n1CC(=O)N1CCCCC1,-1.4,0.6,14.2,-2.6,17.0,0.0,20.2,-3.0,2.5
O=C(N[C@@H]1CCC(=O)N(CC[C@H](Sc2ccccc2)c2ccccc2)CC1)OCc1ccccc1,-5.9,-0.5,-1.9,0.1,13.7,6.6,-51.1,-3.7,-8.3
COc1ccc(-c2nc3c(-c4ccc(F)cc4)cnn3cc2C)cc1F,-7.5,-1.1,2.5,-0.1,28.6,-2.3,16.5,-1.9,-1.5
CCN(CC)S(=O)(=O)c1ccc(Cl)c(C(=O)NC2CCCC2)c1,-2.6,-0.4,-2.6,-1.1,10.5,4.4,1.7,-1.9,-2.8
COc1ccc(NC(=O)CCN2CCN(Cc3ccccc3)CC2)c(OC)c1,-6.1,-2.9,-4.3,0.0,17.9,-1.5,6.0,-1.4,-1.2
O=C(CNC(=O)c1ccc(Br)o1)NCc1cccc(Cl)c1,-9.8,1.5,-2.6,-0.8,5.0,-12.4,0.1,0.7,0.2
O=C(C1CCN(Cc2ccc(OCc3ccccc3)cc2)CC1)N1CCCC1,2.6,0.2,-25.2,-1.2,32.3,2.5,1.7,-0.9,-2.6
COc1ccccc1NC(=O)Cn1cnc2c(cnn2-c2ccc(C)c(C)c2)c1=O,7.2,-6.3,3.6,-1.4,26.9,2.1,-3.0,-0.3,-4.5
COC(=O)c1ccc(N(C(=O)c2ccco2)C(C(=O)NC2CCCC2)c2ccco2)cc1 (stereo not drawn),25.3,-0.3,28.6,0.4,12.1,6.6,17.7,-5.2,1.7

# A draw from above in order of heavy-atom count, highest first:
SMILES,tim10-1 inh,NR3A LBD binder,TIM10 inh,MPTP block,NALP3 yeast inh,tim23-1 inh,APJ antagonist,APJ agonist,MIN6 prolif
COc1ccccc1NC(=O)Cn1cnc2c(cnn2-c2ccc(C)c(C)c2)c1=O,7.2,-6.3,3.6,-1.4,26.9,2.1,-3.0,-0.3,-4.5
Cc1cccc(NS(=O)(=O)c2cccc(C(=O)NCCCN3CCOCC3)c2)c1,-24.6,2.0,-14.2,-0.6,-2.4,-28.7,13.8,-2.0,-3.1
CCc1ccc(C2CC(c3ccccc3C)n3nc(N)nc3N2)cc1 (stereo not drawn),22.8,0.5,6.1,-4.8,9.9,18.4,14.5,-2.3,2.7
CN(Cc1ccccc1)C(=O)COc1cccnc1[N+](=O)[O-],5.8,0.9,10.2,-0.4,18.9,6.1,16.8,-0.7,-5.1
O=C(CNC(=O)c1ccc(Br)o1)NCc1cccc(Cl)c1,-9.8,1.5,-2.6,-0.8,5.0,-12.4,0.1,0.7,0.2
Fc1cccc(NC(=S)N2CCCCC2)c1,8.6,1.6,-10.2,0.7,1.2,1.7,-6.2,2.8,-2.2
CCCCNC(=O)OC1CCS(=O)(=O)C1 (stereo not drawn),13.2,1.7,-4.6,0.3,7.1,5.8,8.6,-0.2,1.4

# Screening data: PubChem, Sanford-Burnham Center for Chemical Genomics
